Source: PubChem BioAssay (several laboratories)
Insulin prom inh – TRM-6 insulin promoter activity inhibition; TRM-6 cells (human fetal islet line), insulin promoter-eGFP reporter, imaging; reporter expression induced with tamoxifen; inhibition, % at 2 µM; 130,000 tested, 0.9% active;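 active = inhibition above the mean plus 3 SD, with well images judged a real hit on visual review, cut at about 60% in these data, passing the limit was not always enough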
sdo1 growth – sdo1-depleted yeast growth rescue; 140,000 tested, 0.21% active; S. cerevisiae sdo1-depleted JHY4D growth rescue, OD600 30 h; hits give high values; pdr5 snq2 efflux-pump mutant strain; z-score at 10 µM;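 active = z-score above 3 at both the 24 hr and the 30 hr optical density reads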;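 note: z-score against mean and SD of all compound wells on the same plate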
sdo1 growth Rescue 24 h – also measured in sdo1 growth; calls as there; z-score; S. cerevisiae sdo1-depleted JHY4D growth rescue, OD600; measured here: growth rescue at 24 h;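 0 is the plate mean of compound wells and units are plate SD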
An asterisk follows results filed as active; x = not tested or not shown; [ ] = remark or other dose. Some of the compounds tested; rates above refer to the full screens.

structure	Insulin prom inh	sdo1 growth	sdo1 growth Rescue 24 h
Cc1cc(C)cc(N(CC(=O)NCc2ccco2)C(=O)CCC(=O)Nc2ccccn2)c1	x	0.06	-0.52
Cc1cc(O)c(-c2cc(C(=O)Nc3ccc(S(=O)(=O)N4CCOCC4)cc3)[nH]n2)cc1C	37	1.6	3.5
COc1ccccc1CC(=O)Nc1ccc(-c2nnc(-c3ccco3)o2)cc1	x	-0.67	-0.67
Cc1ccc(C)c(C(=O)COc2ccc(C)nc2[N+](=O)[O-])c1	7	0.41	0.65
COCCn1c(=O)[nH]c2cc(C(=O)OC)ccc2c1=O	x	2	1.9
Cn1c(C(=O)N2COCC2(C)C)cc2c(=O)n3ccccc3nc21	-7	0.25	0.28
O=C1CCCc2nc(N3CCCCC3)sc21	38	2.4	3.2
N#C/C(=C/C=C/c1ccccc1)C(=O)Nc1ccccc1	44	0.11[20.4 µM]	0.87
CCCn1c(=O)c(C(=O)c2ccccc2)nc2ccccc21	21	-0.5	-0.96
Cc1nnc(NC(=O)CSc2nnc(Cc3cccn3C)n2-c2cccc(C)c2C)s1	x	0.4	0.11
CCCCC(=O)Nc1ccc(Cl)cn1	9	-0.55	-1.3
COc1ccc(Nc2nc(C(=O)N3CCc4ccccc4C3)cs2)cc1	-13	x	x

(continued)
structure	Insulin prom inh	sdo1 growth	sdo1 growth Rescue 24 h
Cc1nc(-c2ccccc2)sc1-c1nc(-c2cccs2)ncc1S(=O)(=O)c1ccccc1	x	-0.58	-0.63
c1ccc(Cn2nnc3c(NCC4CCCO4)nc(C4CC4)nc32)cc1 (configuration not stated)	33	x	x
O=C(c1cc2nc(-c3ccccc3)cc(C(F)(F)F)n2n1)N1CCOCC1	-16	0.29	0.37
Cc1nnc(SCC(=O)N2c3ccccc3CC2C)[nH]c1=O (configuration not stated)	58	0.07	-0.12
COC(=O)c1ccc(NC(=O)CN(C2CCCCC2)S(C)(=O)=O)cc1	3	-0.31	-0.29
O=C(Nc1ccc(Br)cc1)c1cccc(NC(=O)C2C3CC4OC(=O)C2C4C3)c1 (configuration not stated)	15	0.68	0.58
C/C=C(\C)C(=O)OC1c2c(ccc3ccc(=O)oc23)OC(C)(C)C1OC(C)=O (configuration not stated)	28	-0.34	0.17
O=C(COc1ccc(Cl)cc1)NC1=NN(c2ccccc2)C(=O)C1	x	0.37	0.24
COc1ccc(CCN2C(=O)CC(Nc3ccc(N4CCOCC4)cc3)C2=O)cc1OC (configuration not stated)	-15	-0.06	0.39
O=C(O)CN1C(=O)COc2cc(S(=O)(=O)N3CCCC3)ccc21	x	0.18	-0.7
COc1ccc(Cl)cc1NC(=O)C1CSC(c2ccncc2)=N1 (configuration not stated)	45	-1.2	-0.12
CC(=O)Nc1ccc(NC(=O)Cn2cc3c(n2)CCCC3)cc1	12	2	3.8

(cont.)
structure	Insulin prom inh	sdo1 growth	sdo1 growth Rescue 24 h
NC1=NC(c2ccc(Br)cc2)n2c(nc3ccccc32)N1 (configuration not stated)	8	0.45	0.84
CCOc1ccccc1-c1nc(-c2ccc(NC(=O)c3ccc(Br)o3)cc2)no1	-50	-0.15	1.7
COc1cc(NC(=O)CN2CCN(S(=O)(=O)c3ccc(C(C)C)cc3)CC2)cc(OC)c1	-40	-1.5	-1.1
COc1ccc(C)cc1S(=O)(=O)N(CC(=O)O)c1ccc(F)cc1	-8	-0.16	-0.43
CCc1nccn1S(=O)(=O)c1ccc(OC)c(C)c1C	15	0.52	0.51
COC(=O)c1ccc2nc(Nc3nc4c(F)cc(F)cc4s3)sc2c1	0	2.1	2.6
CCC(CC)C(=O)Nc1cccc(C(=O)NCCc2ccccc2)c1	-29	x	x
Cc1ccnc(NS(=O)(=O)c2ccc(NC(=O)c3cncc(Br)c3)cc2)n1	36	1.9	2.1
Cc1cccc(NC(=O)CSc2ccc(-c3cccs3)nn2)c1C	-16	-0.81	-0.68
CN1CCc2c(sc3nc(SCC(N)=O)n(-c4ccccc4)c(=O)c23)C1	-53	-0.56	-1.2
COc1ccccc1NC(=O)Cc1noc(CSc2cc(C)c3ccccc3n2)n1	-20	-1.7	-1.5
Cc1nc2cc(C(=O)OCC(=O)NC3CCS(=O)(=O)C3)ccc2n1-c1ccccc1 (configuration not stated)	-23	0.96	2.8

Next section
structure	Insulin prom inh	sdo1 growth	sdo1 growth Rescue 24 h
CSc1ncccc1C(=O)NCC12CC3CC(CC(C3)C1)C2	-13	x	x
O=C1CN(C(=O)c2cc(Br)c(Br)s2)c2ccccc2N1	-58	-1.7	-1.1
CC(C)CCNC(=O)Cc1ccc(Nc2nc(=S)[nH]c3ccccc23)cc1	0	x	x
COC(=O)c1ccccc1NC(=O)CSc1nccn1C	x	0.84	0.36
Cc1ccc(S(=O)(=O)C(C#N)c2nc3ccccc3nc2OC(C)C)cc1 (configuration not stated)	-14	-0.12	0.53
CCOc1c(Br)cc(/C=C2\C(=O)N(CCC#N)N=C2C)cc1OC	14	0.98	2.9
O=C(CSc1nc2ccccc2n1CC(=O)N1CCCC1)N1CCN(C(=O)c2ccco2)CC1	24	-0.18	-0.72
Cc1nc2ccc([N+](=O)[O-])cc2nc1C	13	x	x
O=C(COC(=O)CNS(=O)(=O)/C=C/c1ccccc1)Nc1cccc2ccccc12	40	x	x
Cc1cc(/C=C2/SC(=O)NC2=O)c(C)n1-c1ccc(N2CCOCC2)cc1	39	-0.38	-0.14
O=C(O)/C=C/c1nc(-c2ccccc2)n2ccccc12	x	0.78	0.8
CN=C1S/C(=C\c2cn(CC(=O)OC)c3ccccc23)C(=O)N1C	0	x	x

(listing goes on)
structure	Insulin prom inh	sdo1 growth	sdo1 growth Rescue 24 h
CSc1nc(-c2ccco2)nn1C(=O)c1ccc(Cl)cc1	x	0.28	-0.07
CCn1c(=O)c2cc(C(=O)Nc3cc(C)on3)sc2c2ccccc21	x	-1	0.09
Cc1[nH]nc2c1/C(=N/O)CC(c1ccccc1)C2 (configuration not stated)	12	0.62	0.14
Cc1cc(C)c(S(=O)(=O)N2CCN(CCO)CC2)c(C)c1	x	1.8	2.7
COc1ccc(C(=O)Nc2cccc(C(C)=O)c2)cc1OC	15	0.9	0.13
Cc1ccc2nc(NCCCO)[nH]c2c1	78*	-0.28	-0.97
Cc1cccc(CSCCNC(=O)Nc2ccccc2)c1	-3	0.23	0.9
COCCN(CCOC)S(=O)(=O)c1ccc(C(=O)Nc2nc(-c3ccccc3)c(C(=O)c3ccccc3)s2)cc1	-10	0.23	0.09
COc1ccc(-c2nc(CSCC(=O)NCCC3=CCCCC3)c(C)o2)cc1OC	38	-0.31	-0.57
c1ccc(-c2cc(N3CCOCC3)nc3ccccc23)cc1	-46	-0.84	-0.15
COc1ccc(C(CC(=O)NC(C)(C)C)n2cccc2)cc1 (configuration not stated)	-100	-0.42	-0.43
COc1ccccc1C1C2CCCCC2(O)CCN1CC(=O)Nc1ccccc1 (configuration not stated)	3	0.86	0.82

7 entries drawn at random from those above:
structure	Insulin prom inh	sdo1 growth	sdo1 growth Rescue 24 h
COc1ccc(C(=O)Nc2cccc(C(C)=O)c2)cc1OC	15	0.9	0.13
Cc1ccc2nc(NCCCO)[nH]c2c1	78*	-0.28	-0.97
COCCN(CCOC)S(=O)(=O)c1ccc(C(=O)Nc2nc(-c3ccccc3)c(C(=O)c3ccccc3)s2)cc1	-10	0.23	0.09
COc1ccc(-c2nc(CSCC(=O)NCCC3=CCCCC3)c(C)o2)cc1OC	38	-0.31	-0.57
CSc1nc(-c2ccco2)nn1C(=O)c1ccc(Cl)cc1	x	0.28	-0.07
c1ccc(-c2cc(N3CCOCC3)nc3ccccc23)cc1	-46	-0.84	-0.15
Cc1cccc(CSCCNC(=O)Nc2ccccc2)c1	-3	0.23	0.9

The listing continues:
structure	Insulin prom inh	sdo1 growth	sdo1 growth Rescue 24 h
Cn1c(=O)[nH]c(=O)c2c1nc(SCCN1CCOCC1)n2Cc1ccccc1	-6	-0.12	-0.69
O=C(Nc1nnc(-c2ccco2)o1)c1cccc(Cl)c1	-55	x	x
COc1ccc(C(=O)N/N=C/c2cccc3cccnc23)cc1	x	0.99	0.07
CC(C)=C(NC(=O)c1ccccc1)C(=O)NCCCC(=O)O	x	-0.35	-0.38
COc1ccc(COCC(O)CN2CC(C)OC(C)C2)cc1OC (configuration not stated)	-16	0.45	0.85
CCCCOC(=O)C1CCC[C@@H](C)N1 (some centres not stated)	-28	-1	-1.5
CC(=O)Oc1ccccc1C(=O)Oc1ccc(/C=N/n2cnnc2)cc1	x	0.15	-0.03
C/C(=N\NC(=O)OC(C)(C)C)c1cccc([N+](=O)[O-])c1	x	0.34	-0.29
COc1cc(OC)cc(-c2nc3ccccc3c(=O)n2OC(=O)c2ccc(C)c(C)c2)c1	14	-0.22	-0.07
Cc1ccccc1NC(c1cccc(Cl)c1)c1nnnn1C1CCCCC1 (configuration not stated)	-48	0.76	1.1
Cc1ccc(S(=O)(=O)N(C)Cc2nc(-c3ccccn3)no2)cc1	-2	1.1	-0.02
Cc1occc1C(=O)Nc1cccnc1	25	0.02	-0.13

Next section.
structure	Insulin prom inh	sdo1 growth	sdo1 growth Rescue 24 h
CC1CCN(C(=O)CCc2ccc(S(=O)(=O)NC(C)(C)C)cc2)CC1	-7	0.93	0.83
COc1cc(-c2nc3cnccc3n2C)cc(OC)c1OC	21	1	1.2
CCOC(=O)c1cccc(P(C)(C)=O)c1	-16	0.65	0.22
CC1(C(=O)CSc2nc3ccccc3s2)CCC(=O)O1 (configuration not stated)	x	1	0.53
Cc1ccc2c(c1)[C@H]1OCC[C@H]1[C@@H](c1ccncc1)N2	x	0.37	0.41
CC(=O)c1c(N)nc2n(c1=O)CCCCC2	x	-0.39	-0.89
N#CC1=C(S)N(c2ccccc2)C(c2ccc(-c3cccc(Cl)c3)o2)NC1=O (configuration not stated)	-9	0.35	-0.21
COc1cc(C2CC(=O)c3c(ccc4ccccc34)N2)ccc1O (configuration not stated)	x	2.4	2.9
Cc1nc2ccccc2n1CCc1nc2c3ccccc3nc(SCC#N)n2n1	-38	0.39	0.34
O=C(NCc1ccccn1)c1cc(-c2ccc(Cl)cc2)nc2ccccc12	-54	-0.85	-0.17
O=C1C2C(C(=O)N1CCc1ccccc1)C1C=CC2C12CC2 (configuration not stated)	-34	-1.1	-0.62
Cc1[nH]c(=O)[nH]c(=O)c1S(=O)(=O)N1CCCC(C(=O)NCCc2ccccc2)C1 (configuration not stated)	-4	0.58	0.97

The listing continues.
structure	Insulin prom inh	sdo1 growth	sdo1 growth Rescue 24 h
Cc1ccc(C(=O)N/C(=C/c2ccco2)C(=O)NCC2CCCO2)cc1 (configuration not stated)	-17	1	0.4
CCOC(=O)Cc1csc(NC(=O)c2cnc3scc(C)n3c2=O)n1	63	x	x
CCCC1=C(C(=O)OCC)C(c2c(C)nn(-c3ccccc3)c2Cl)C(C#N)=C(N)O1 (configuration not stated)	-3	-1.3	-0.83
Cc1ccc(C(=O)NCCn2cc(SCC(=O)Nc3nnc(C)s3)c3ccccc32)cc1	x	0.08	-0.2
CC(C)OC(=O)C(CC(=O)O)N1CCOCC1 (configuration not stated)	-26	-0.1	-0.72
COc1cc(OC)cc(-c2nnc(SCC(=O)N3c4ccccc4Sc4ccccc43)o2)c1	-47	x	x
CCOc1ccc(C(=O)NC2CCN(C(=O)N3CCCC3)CC2)cc1	-315	0.83	0.56
COc1ccc(SCCc2ccncc2)cc1	-36	x	x
COc1ccc(CCN2C(=O)C(Oc3ccccc3C)C2c2ccc3c(c2)OCO3)cc1 (configuration not stated)	-70	0.32	0.46
COc1cccc(C(c2nnnn2Cc2ccc(F)cc2)N2CCC(C(N)=O)CC2)c1OC (configuration not stated)	x	0.81	0.09
CCn1c2ccccc2c2cc(C3N=C(N)Nc4nc5ccccc5n43)ccc21 (configuration not stated)	-13	0.75	1.1
COCC(=O)Nc1nc2n(n1)C(c1ccccc1)CC(c1ccc(OC)cc1)N2 (configuration not stated)	x	0.65	0.2

Continuation.
structure	Insulin prom inh	sdo1 growth	sdo1 growth Rescue 24 h
Cn1nc(-c2ccc(C(=O)N3CCN(CCO)CC3)cc2)c2ccccc2c1=O	-3	-0.2	0.68
CN1CCN(C(c2cccc(Cl)c2)c2ccccc2Cl)CC1 (configuration not stated)	-28	0.27	0.25
CCOCc1nc(N)[nH]c(=O)c1Cc1ccc(OC(C)C)cc1	17	1.9	2.4
CCOc1cc(S(=O)(=O)NCc2ccccc2)ccc1Br	-72	x	x

Record cards (already shown). Values in the order: Insulin prom inh, sdo1 growth, sdo1 growth Rescue 24 h
`CCOCc1nc(N)[nH]c(=O)c1Cc1ccc(OC(C)C)cc1` across the screens: 17, 1.9, 2.4
`Cn1nc(-c2ccc(C(=O)N3CCN(CCO)CC3)cc2)c2ccccc2c1=O` across the screens: -3, -0.2, 0.68
